ERK EGF inh: inhibitors of EGF-stimulated ERK signaling pathway; HEK293-V1b, EGF-stimulated phospho-ERK AlphaScreen; Potency, µM (top dose mostly 11.5 µM), inactives show top-dose activity change, negative = inhibition, usual class: inhibitors; 130,000 tested, 0.41% active; active = well fitted inhibition curve with a large enough effect; inconclusive = small, poorly fitted or top-dose-only effect, or effect the other way;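 note: plate controls were stimulated vehicle wells for no effect and unstimulated vehicle basal for full effect; nearly all actives have a fitted effect of over 55% in size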
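Stably V1b-transfected HEK293 cells; 30 min compound, then EGF 25 nM final for 5 min at 37C; 10 min lysis; phospho-ERK by AlphaScreen after 5 hr beads at room temperature.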
* = called active by the depositor; ? = inconclusive; & = joins results of further samples; [ ] = dose if it differs, or a comment. Potency is the fitted concentration of half-maximal effect. These rows are one share of the data; the hit share may differ from the screen's.

SMILES	ERK EGF inh
CC(C)(C)OC(=O)NNC(=O)NC12CC3CC(CC(C3)C1)C2	?
Cc1cccc(NC(=S)N=Nc2c(O)[nH]c3ccccc23)c1	0.5%
CCOc1ccc2ncc(C(=O)c3ccc(OC)cc3)c(N3CCN(CC)CC3)c2c1	-2.5%
Cc1sc(NC(=O)c2ccc(F)cc2)c(CN2CCCCCC2)c1C	0.3%
CC(C)CN1C(=O)/C(=C/c2cccs2)NC1=S	-4.6%
CCc1nnc(NC(=O)c2cccnc2SC)s1	17.0%
CN1/C(=C\C(=O)Nc2cccnc2)c2ccccc2CC1(C)C	3.1%
COc1cccc(C(=O)NCCSc2ccc(F)cc2)c1	-9.5%
CN1CCN(S(=O)(=O)c2ccc(NC(=S)NC(=O)C3CC3)cc2)CC1	6.3%
O=C(O)CCCNC(=O)/C=C/c1ccco1	-14.6%
Cc1ccc(F)cc1NC(=O)N1CCN(C2c3ccccc3-c3ccccc32)CC1	?
COc1cccc(Oc2ccc(N/C=C/C(=O)C(C)(C)C)cc2)c1	-1.1%
CCOC(=O)c1c(C)n(C)c2ccc(OC)c(NC(=O)CCN3CCC(Cc4ccccc4)CC3)c12	-6.0%[57.5 µM]
CC/C(=N\NC(=O)c1ccc(CN(C)S(=O)(=O)c2ccc(C)cc2)cc1)c1ccc(OC(F)F)cc1	-6.5%
CCOc1ccccc1Nc1nc2ccccc2n2cnnc12	-4.5%
CCCCOc1ccc(C2CC(=O)N(C)C2=O)cc1 (stereo not drawn)	5.0%
O/N=C/c1ccnc(SCc2ccc(Cl)cc2)n1	-8.6%[57.5 µM]
O=C(Nc1c(C(=O)C2CC2)oc2ccccc12)c1ccc(Cl)cc1	-6.9%
COc1cc2c(cc1OC)C(c1ccccc1F)OC(=O)C2 (stereo not drawn)	6.2%
COc1ccc(/C=C/C(=O)Nc2c(C)nn(C)c2C)cc1COc1ccc(Br)cc1	8.2%
O=c1cc(COc2ncnc3ccccc23)nc2sccn12	2.4%[57.5 µM]
CC1(CCc2ccccc2)NC(=O)N(CC(=O)Nc2ccccc2)C1=O (stereo not drawn)	-2.0%[57.5 µM]
COc1cccc(/C=N/NC(=O)c2cc3c(OC)cccc3[nH]2)c1O	10.0%
Cc1onc(-c2ccccc2Cl)c1C(=O)Nc1ccc(OCC(=O)N2CCOCC2)cc1	24.2%
Cc1ccc(NC(=O)Cn2c(O)c(N=NC(=O)c3cc4ccccc4cc3O)c3ccccc32)cc1	-0.1%
Next results follow:
SMILES	ERK EGF inh
COc1ccccc1N1CCN(C(=O)CCc2c[nH]c3ccccc23)CC1	4.8%
O=C(CS(=O)(=O)Cc1ccccc1)Nc1ccccc1Cl	8.8%
CCCCC(=O)Nc1nnc(C2=COCCO2)o1	2.3%
O=C(Nc1ccc2oc(=O)ccc2c1)c1cccnc1	1.0%
CCOCCCNC(=O)c1ccc(-n2c(=S)[nH]c3ccccc3c2=O)cc1	4.1%
CCOC(=O)c1c(C)[nH]c(C(=O)N/N=C/c2cccc(OC)c2)c1C	8.8%
O=[N+]([O-])c1ccccc1S(=O)(=O)NCc1cccnc1	-2.1%
COc1ccc(NS(=O)(=O)c2cc(NC(=O)c3ccncc3)ccc2N2CCOCC2)cc1	-0.9%
Cc1cc(C)n(C)c(=O)c1C#N	-1.0%
O=C(CSc1ccc(Cl)cc1)Nc1cccc(-c2nc3ccccc3[nH]2)c1	5.6%
CC1CCCCC1NC(=O)NC(=O)CCl (stereo not drawn)	17.4%
CC(C1OC(C)(C)C(O)C1O)C1CC[C@@]2(C)C3=CCC4C(C)(C)C(=O)CC[C@]4(C)C3CC[C@@]12C (stereo partly drawn)	20.4%
Cc1ccc(C)c(N2CCN(C(=O)C3CCN(S(=O)(=O)c4c(C)noc4C)CC3)CC2)c1	-0.7%[57.5 µM]
c1csc(-c2nnc(NC3CCCCC3)c3ccccc23)c1	-15.7%
CC(C)N1CCC(N2CCN(Cc3ccc4nsnc4c3)CC2CCO)CC1 (stereo not drawn)	-18.9%[57.5 µM]
O=C(CSCCS(=O)(=O)c1ccc(Cl)cc1)Nc1ccccc1	0.6%[57.5 µM]
COc1ccc(C(=O)c2oc3ccc(Br)cc3c2NC(C)=O)cc1	-0.7%[57.5 µM]
N/C(COc1ccc(Cl)cc1Cl)=N\O	0.8%[57.5 µM]
Cc1c(C(=O)N/N=C/c2ccc(O)c(Br)c2)sc(N)c1C#N	-2.0%
CCOc1ccc(C(=O)NC(=S)NC2CCCC2)cc1[N+](=O)[O-]	6.2%
CCNC(=S)N1CCN(S(=O)(=O)c2ccccc2C(F)(F)F)CC1	4.0%
CCN(CC)CCN1C(=O)C(=O)/C(=C(/O)c2c(C)[nH]c(C(=O)OC)c2C)C1c1ccc(C)o1 (stereo not drawn)	-6.5%[57.5 µM]
CCc1cc2cc(OC)ccc2nc1SCC(=O)NNC(=O)c1ccco1	3.5%
O=C(NC(=S)NN1CCCCC1c1cccnc1)c1ccc(Cl)cc1Cl (stereo not drawn)	3.6%[57.5 µM]
CC(C)(C)N1C(=O)c2ccc(C(=O)Nc3ccc(-c4nc5ccccc5[nH]4)cc3)cc2C1=O	20.8%
The list continues.
SMILES	ERK EGF inh
COc1cc(OC)c(NC(=O)CC(C)=O)cc1Cl	8.0%
COc1ccc2sc(N(CCN(C)C)C(=O)c3cc(Cl)sc3Cl)nc2c1	?
CCCOc1ccc(C(=O)OCC(=O)c2c(N)n(C)c(=O)n(C)c2=O)cc1OC	-8.3%
COc1cc(-c2nnc(-c3cccs3)o2)cc(OC)c1OC	-4.0%[57.5 µM]
OCC1O[C@@H](OC2C(O)C(CO)O[C@@]2(CO)O[C@@H]2OC(CO)C(O)C(O)C2O)C(O)C(O)C1O (stereo partly drawn)	34.8%
O=C(/C=C/c1ccco1)NC(=S)Nc1ccccc1N1CCCC1	21.0%
CCn1cc(Cl)c(C(=O)Nc2cccc(C(F)(F)F)c2)n1	25.4%
CCOC(=O)c1ccc(Oc2cn[nH]c2-c2ccc(O)cc2O)cc1	-4.2%[57.5 µM]
O=C(N/N=C/c1oc(O)c2ccccc12)c1ccccc1	-4.9%
O=C(O)CSCc1nc2scc(-c3ccccc3)c2c(=O)[nH]1	2.5%
O=C(CSc1nnc(-c2ccco2)o1)c1ccc[nH]1	5.7%
Cc1cc(C(F)(F)F)c(C#N)c(SCC(=O)Nc2nc3cc(Br)ccc3s2)n1	24.9%
Cc1cccc(NC(=O)NNC(=O)c2sccc2-n2cccc2)c1	1.0%
O=C(Nc1ccc(F)cc1)c1nc2c(nnn2Cc2cccc3ccccc23)c(=O)[nH]1	0.9%[57.5 µM]
COc1ccc(OC)c(NC(=O)c2cccnc2Sc2ccccc2)c1	6.3%
COc1ccc(C(NC(=O)C(C)(C)C)NC(=O)C(C)(C)C)cc1	4.5%
Nc1nc(SCC(=O)Nc2ccc3c(c2)OCO3)n[nH]1	-11.0%
O=C(CN1CCCCCC1=O)N1CCN(S(=O)(=O)c2cccs2)CC1	4.3%
CC(C)(C)N=C1NN=C(c2ccc(Cl)cc2)CS1	-8.4%[57.5 µM]
CSc1cccc(NC(=O)c2ccccn2)c1	-5.0%
CN(Cc1ccccc1)C(=O)CN1C(=O)C2C3C=CC(C3)C2C1=O (stereo not drawn)	1.1%
O=C(c1cnccn1)N1CCC2(CC1)CCN(c1ccncc1)CC2	3.3%
CC(=O)NCCNc1ncncc1-c1ccccc1C(F)(F)F	26.7%
COc1ccc(-c2ccc(OC)c([C@H]3[C@H]4C=CC[C@@H](C)[C@@H]4C(=O)N3Cc3ccccc3)c2)cc1C	-4.4%[57.5 µM]
CC(/C=C1\SC(=S)N(C(C(=O)O)c2ccccc2)C1=O)=C\c1ccccc1 (stereo not drawn)	?

4 structures already listed, arranged by heavy-atom count, descending:
SMILES	ERK EGF inh
O=C(c1cnccn1)N1CCC2(CC1)CCN(c1ccncc1)CC2	3.3%
O=C(/C=C/c1ccco1)NC(=S)Nc1ccccc1N1CCCC1	21.0%
Nc1nc(SCC(=O)Nc2ccc3c(c2)OCO3)n[nH]1	-11.0%
CSc1cccc(NC(=O)c2ccccn2)c1	-5.0%

(cont.)
SMILES	ERK EGF inh
COc1ccc(C(=O)N2CCN(c3cccc(Cl)c3)CC2)cc1	2.9%
Cc1cc(-c2onc(C)c2C(N)=O)no1	9.4%[57.5 µM]
CCOC(=O)C1=C(C)Nc2sc(C(=O)c3ccc(C)cc3)c(N)c2C1c1ccc(C(=O)OC)cc1 (stereo not drawn)	2.6%
Cc1cccnc1NC(=O)c1ccccc1-c1ccccc1C(=O)Nc1ncccc1C	6.1%
CC(C(Sc1ccccc1N)c1ccccc1)[N+](=O)[O-] (stereo not drawn)	-4.0%[57.5 µM]
Cc1cc(C)c(C#N)c(SCCS(=O)(=O)c2ccc(Cl)cc2)n1	6.9%[57.5 µM]
COc1ccc(/C=C/C2=C[C@]3(C)C[C@]2(C)[C@H](c2ccc(OC)cc2)CC3=O)cc1	-6.0%
COc1nc(N2CCOCC2)nc(C)c1[N+](=O)[O-]	-3.3%
Cc1noc(C)c1S(=O)(=O)N1CCC(C(=O)c2ccccc2)CC1	-9.6%[57.5 µM]
COc1ccc(NC2CC(=O)N(c3cc([N+](=O)[O-])ccc3C)C2=O)cc1 (stereo not drawn)	-5.8%
CCC(C)[C@H]1CN=C(N)N1CCCc1cc(OC)c(OC)c(OC)c1 (stereo partly drawn)	-11.8%[57.5 µM]
COc1ccc(NC(C)=O)cc1NC(C)C(=O)Nc1cc(C(F)(F)F)ccc1N1CCOCC1 (stereo not drawn)	1.0%
Cc1cccc(CSc2nc3ccncc3n2CC(=O)Nc2ccc(C)c(C)c2)c1	-0.1%
COc1ccc(C(=O)N=c2sc3ccccc3n2C)cc1OC	-3.3%
Nc1nonc1-n1nnc(C(=O)N/N=C/c2cccc(Cl)c2)c1CSc1ccc(Cl)cc1	-0.7%
O=C(c1ccco1)N1CCN(c2nc(C3CC3)nc3c2nnn3Cc2ccccc2Cl)CC1	-0.1%
O=[N+]([O-])c1cc(S(=O)(=O)N2CCCC2)ccc1NN=C1CCCC1	-1.2%
CC1(C)CC(NCc2ccncc2)CC(C)(C)N1	-5.1%
Cc1cccc(C)c1OCCOC(=O)c1n[nH]c2ccccc12	7.8%
O=C(NC(=S)N1CCc2ccccc21)C1CCC1	2.3%
COc1ccc(-c2nc3cnc(N4CCNCC4)nc3n(Cc3ccc(F)cc3)c2=O)cc1	-8.4%
N#C/C(=C\c1ccc(O)c(O)c1)C(=O)NCc1ccccc1	2.7%&-7.8%
CN(/C=C/C(=C/C=[N+](C)c1ccccc1)OCCCS(=O)(=O)[O-])c1ccccc1	-5.2%
CC(/C=N/Nc1ncc(C)c(=O)[nH]1)=C\c1ccccc1	-2.9%
CCOC(=O)c1ccc(NC(=O)Nc2ccc(Cl)cn2)cc1	-4.1%

Structures above that contain a COOH group (3):
SMILES	ERK EGF inh
O=C(O)CCCNC(=O)/C=C/c1ccco1	-14.6%
O=C(O)CSCc1nc2scc(-c3ccccc3)c2c(=O)[nH]1	2.5%
CC(/C=C1\SC(=S)N(C(C(=O)O)c2ccccc2)C1=O)=C\c1ccccc1 (stereo not drawn)	?

Reprinted at random: 2 entries already listed.
SMILES	ERK EGF inh
O=c1cc(COc2ncnc3ccccc23)nc2sccn12	2.4%[57.5 µM]
O=C(O)CSCc1nc2scc(-c3ccccc3)c2c(=O)[nH]1	2.5%

Following part.
SMILES	ERK EGF inh
COc1ccc(NC(=O)CCc2nc3ccccc3s2)c(OC)c1	-4.0%
CC1CCN(c2nnc(-c3cccs3)c3ccccc23)CC1	-0.7%
COc1ccc(NC(=O)c2cccc(C(=O)Nc3ccc(OC)cc3)n2)cc1	4.2%
COCCNC(=O)C(=O)N/N=C(\C)CC(=O)Nc1cccc(C(F)(F)F)c1	-13.3%[57.5 µM]
O=C(NC(N1CCOCC1)C(Cl)(Cl)Cl)c1ccc(F)cc1 (stereo not drawn)	-0.8%
COc1cccc(C(=O)c2c[nH]c(C(=O)NCCCN3CCOCC3)c2)c1	-12.2%
CCCN(CC(=O)Nc1ccccc1OC)C(=O)c1cc2ccccc2o1	-1.5%
c1ccc(-n2cnc3ccccc32)cc1	-7.6%
CSC(SC)=C(C(C)=O)C(=O)c1ccc(C)cc1	-0.6%
CCOc1ccc(C2CC(c3cccc(C)c3)n3nc(N)nc3N2)cc1 (stereo not drawn)	-8.7%
COc1ccc(C2CC(c3ccc([N+](=O)[O-])cc3)=NN2C(=O)c2ccccc2)cc1OC (stereo not drawn)	?
CC(=O)Nc1c(C)nn(-c2ccc([N+](=O)[O-])cc2)c1C	-1.3%
CCC(NC(=O)c1ccccc1NC(=O)c1ccccc1)C(=O)OC (stereo not drawn)	-6.6%
N=c1n(CCc2ccccc2)c2ccccc2n1Cc1ccccc1F	12.3%
Cc1nn(Cc2ccc(Cl)cc2Cl)c(C)c1NC(=O)C1C2CCC(O2)C1C(=O)O (stereo not drawn)	2.9%
COc1ccccc1CNc1ccnc(-c2ccoc2)n1	21.8%
Cn1ncc(N=Cc2ccc([N+](=O)[O-])cc2)c1C(=O)Nc1ccccc1	0.5%[57.5 µM]
Cc1ccccc1OCC(=O)OCn1nnc2ccccc2c1=O	-11.7%[57.5 µM]
C=C(C(C)=O)C(O)c1cccc(Br)c1 (stereo not drawn)	7.7%
C=CCN(c1ccccc1)S(=O)(=O)c1ccc(Cl)c(C(=O)OCC(=O)N(C)C2CCS(=O)(=O)C2)c1 (stereo not drawn)	5.8%
Cc1cc(C)c(C#N)c(SCc2cn3c(C)cccc3n2)n1	20.8%
O=C(NC(Nc1ccc(F)cc1)(C(F)(F)F)C(F)(F)F)c1cccnc1	1.8%
Cc1ccc(NC(=O)CNC2CCS(=O)(=O)C2)cc1C (stereo not drawn)	6.1%
NS(=O)(=O)c1ccc(CNC(=O)c2ccc(S(=O)(=O)C(F)F)cc2)cc1	-20.3%[57.5 µM]
CCn1nc(C(=O)OCC(=O)Nc2ncc(Cl)c(C)c2Cl)c2ccccc2c1=O	6.5%

Screening results as filed in PubChem BioAssay.
